# Screening results as filed in PubChem.
# CHOP UPR activ – activators of apoptotic arm of unfolded protein response (CHOP) | CHO-CHOP luciferase reporter, UPR activation, luminescence; percent of tunicamycin response over DMSO baseline | activation, % at 10 µM | actives 0.34% (n = 330,000) | AID 449763;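 active = at 10 µM dose, activation of 40% or more, normalized to positive control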;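 also: 100% = tunicamycin at 10 µg/mL and 0% = DMSO alone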
#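 assay system = CHO CHOP reporter cells | amount = 500 CHO-CHOP cells per well | buffer or medium = F12 with 10% FBS | incubation = 16-18 h cell attachment, then 6 h compound exposure, 37 °C | detection = luminescence read with Steady-Glo | read-out = percent activation relative to tunicamycin control | controls = tunicamycin high control, DMSO low control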
# Mdm2 MdmX PPI – disrupts the human Mdm2-MdmX interaction. SaOS-2 split-luciferase Mdm2/MdmX complementation, luminescence. O15151+Q00987. actives 3% (n = 330,000). inhibition, % at 8 µM. AID 485346;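 active = inhibition of at least 50% at 8 µM in the primary screen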
# Gli-Sufu block – antagonists of Gli-Sufu signaling. Sufu-KO-LIGHT fibroblasts, Gli luciferase reporter luminescence. inhibition, % at 5 µM. actives 0.74% (n = 340,000);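 active = inhibition above about 55%, limit read from the data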;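 also: 0% = DMSO-treated cells and 100% = wells with medium but no cells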
# CXCR6 block – blocks human CXCR6 beta-arrestin recruitment. inhibition, % at 20 µM. CHO-K1 PathHunter CXCR6 beta-arrestin, luminescence. O00574. actives 0.36% (n = 360,000). AID 602244; in the data active = inhibition above about 34%, passing the limit was not always enough;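 also: antagonist mode with CXCL16 agonist at 10 nM final; 0% = 10 nM CXCL16 with DMSO and 100% = unstimulated wells without agonist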
# Target sequence (O00574 whole entry, looked up): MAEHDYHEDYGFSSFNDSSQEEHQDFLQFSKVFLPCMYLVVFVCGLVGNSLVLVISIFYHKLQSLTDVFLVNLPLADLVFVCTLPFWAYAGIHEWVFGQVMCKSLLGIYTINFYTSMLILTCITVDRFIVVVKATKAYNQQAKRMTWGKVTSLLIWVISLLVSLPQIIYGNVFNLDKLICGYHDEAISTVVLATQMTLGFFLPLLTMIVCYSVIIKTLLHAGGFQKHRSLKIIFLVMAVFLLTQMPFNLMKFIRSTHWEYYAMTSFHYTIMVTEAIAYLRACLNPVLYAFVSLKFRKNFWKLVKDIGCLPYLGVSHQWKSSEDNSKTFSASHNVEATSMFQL
# UPR XBP1 act – adaptive UPR (XBP1) activation; CHO-XBP1 luciferase reporter, IRE1-XBP1 UPR activation, luminescence; percent of tunicamycin response, DMSO as zero; activation, % at 20 µM; actives 0.33% (n = 330,000);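 active = versus positive control, 20 µM dose yields 30% or more activation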;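 also: 100% = tunicamycin at 10 µg/mL and 0% = DMSO only wells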
#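 Test system: CHO-XBP1 luciferase reporter cells | Buffer or medium: Serum-containing F12 medium, 10% FBS | Schedule: 6 h compound exposure at 37 °C, 5% CO2 | Detection: Steady-Glo luciferase glow luminescence, 10 min after reagent addition | Read-out basis: Activation, % of tunicamycin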
# EBI2 antag – blocks human EBI2 receptor beta-arrestin signaling; P32249; inhibition, % at 5 µM; EBI2 beta-arrestin recruitment, luminescence, 7a,25-OHC stimulated; actives 0.81% (n = 360,000); in the data active = inhibition above about 38%;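 also: enzyme fragment complementation signal reports receptor beta-arrestin coupling in cells; 0% = agonist plus DMSO wells and 100% = wells without agonist; some results beyond the cut were filed as inactive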
# Target sequence (P32249 whole entry, looked up, the tested form may be a part): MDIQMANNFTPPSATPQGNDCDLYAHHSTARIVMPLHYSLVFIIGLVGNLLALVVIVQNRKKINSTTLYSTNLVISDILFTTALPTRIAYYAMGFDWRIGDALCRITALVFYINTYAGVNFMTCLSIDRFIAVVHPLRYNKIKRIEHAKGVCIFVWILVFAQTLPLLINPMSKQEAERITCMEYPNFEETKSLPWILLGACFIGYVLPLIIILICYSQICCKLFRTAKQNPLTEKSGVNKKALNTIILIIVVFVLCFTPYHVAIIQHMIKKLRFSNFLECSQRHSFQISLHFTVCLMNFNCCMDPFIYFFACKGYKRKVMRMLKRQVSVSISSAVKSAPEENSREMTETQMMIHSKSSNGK
# 697 NFkB inh – lowers PMA/ionomycin-induced NF-kB signal in 697 B cells; actives 0.33% (n = 330,000); AID 435022; 697 B-cell NF-kB luciferase reporter, 16 h; inhibition, % at 4 µM; in the data active = inhibition above about 35%
# Jurkat NFkB inh – inhibitors of the PMA/ionomycin-induced NF-kB reporter in Jurkat cells; PMA/ionomycin-induced NF-kB luciferase reporter, luminescence; inhibition, % at 4 µM; actives 0.53% (n = 330,000); in the data active = inhibition above about 50%
# CCR6 antagonist – CCR6 (human) receptor antagonism. P51684. CHO-K1 CCR6 PathHunter beta-arrestin, luminescence, CCL20-stimulated. inhibition, % at 20 µM. actives 0.49% (n = 340,000). AID 493098;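 active = compounds whose inhibition of the agonist-driven luminescence signal at 20 µM reaches about 50%, limit read from the data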;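 also: cells stimulated with CCL20 at 14 nM final; plate controls were DMSO with CCL20 for no effect and DMSO without agonist for full effect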
# Target sequence (P51684 whole entry, looked up): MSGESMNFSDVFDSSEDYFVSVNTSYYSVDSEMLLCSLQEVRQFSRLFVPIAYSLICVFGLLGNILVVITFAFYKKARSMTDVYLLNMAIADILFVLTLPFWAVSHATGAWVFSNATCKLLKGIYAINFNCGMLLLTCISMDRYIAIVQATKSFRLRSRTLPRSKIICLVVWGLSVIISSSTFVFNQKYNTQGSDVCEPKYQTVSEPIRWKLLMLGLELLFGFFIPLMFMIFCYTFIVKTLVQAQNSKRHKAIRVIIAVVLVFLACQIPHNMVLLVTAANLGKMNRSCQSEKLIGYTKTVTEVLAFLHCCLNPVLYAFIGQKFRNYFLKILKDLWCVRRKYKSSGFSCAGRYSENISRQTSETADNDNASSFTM
# * marks the source's active call; other numbers are inactive results; x = no result given.
SMILES,CHOP UPR activ,Mdm2 MdmX PPI,Gli-Sufu block,CXCR6 block,UPR XBP1 act,EBI2 antag,697 NFkB inh,Jurkat NFkB inh,CCR6 antagonist
Cc1cc(C(=O)N/N=C2\CCCC(C)C2)n[nH]1 (stereo not drawn),-0.6,8,23,-4,1,-1,13,0,23
CCC1CCCCN1Cc1ccc(OC)c(C)c1C (stereo not drawn),0.3,9,49,-2,-2,-3,14,-9,11
Nc1c(-c2ccc(Cl)cc2)cnn1-c1cccc(C(F)(F)F)c1,2.0,-27,-30,1,1,9,-58,-56,15
Cc1cccc2c1-c1sc(C(=O)Nc3nccs3)cc1CO2,5.2,-43,-17,3,5,11,-154,-88,23
CCOc1ccccc1-c1nc(-c2ccc(NC(=O)Cc3ccccc3OC)cc2)no1,1.6,6,4,1,0,9,-17,6,4
N#CC/C(N)=N/NC(=O)CCCNc1ncc(C(F)(F)F)cc1Cl,1.0,7,-30,0,0,2,-14,-7,-1
CCOC(=O)CC1(NC(=O)C2CCC(=O)N(C3CC3)C2)CCCCC1 (stereo not drawn),-0.4,-12,-5,7,-7,-6,-3,-9,6
Cc1ccc([N+](=O)[O-])cc1NC(=O)c1ccc(C(C)(C)C)cc1,-1.0,17,-5,9,-2,20,12,-11,14
CCOC(=O)C1=C(N)Oc2cc(O)ccc2C1c1ccc(Br)cc1 (stereo not drawn),3.6,-18,0,8,2,15,-6,3,1
CC(=O)c1ccccc1OCc1ccc(S(=O)(=O)Cc2ccccc2)cc1,1.3,21,16,-2,-3,20,-19,10,2
CCC(C)NC(=O)CSc1nnc(-c2cc(OC)c(OC)c(OC)c2)c(-c2cc(OC)c(OC)c(OC)c2)n1 (stereo not drawn),-0.5,25,2,-15,2,-16,-1,-19,21
CCOC(=O)c1ccccc1NC(=O)COC(=O)CN1C(=O)NC2(CCCC2)C1=O,0.4,19,1,-8,-3,-17,-4,-5,7

# 2 compounds drawn at random from the list so far:
SMILES,CHOP UPR activ,Mdm2 MdmX PPI,Gli-Sufu block,CXCR6 block,UPR XBP1 act,EBI2 antag,697 NFkB inh,Jurkat NFkB inh,CCR6 antagonist
N#CC/C(N)=N/NC(=O)CCCNc1ncc(C(F)(F)F)cc1Cl,1.0,7,-30,0,0,2,-14,-7,-1
CCC1CCCCN1Cc1ccc(OC)c(C)c1C (stereo not drawn),0.3,9,49,-2,-2,-3,14,-9,11

# Taken from above:
# CCR6 antagonist result of `Cc1cccc2c1-c1sc(C(=O)Nc3nccs3)cc1CO2` : 23
# Jurkat NFkB inh result of `N#CC/C(N)=N/NC(=O)CCCNc1ncc(C(F)(F)F)cc1Cl` : -7
# CCR6 antagonist result of `CCOc1ccccc1-c1nc(-c2ccc(NC(=O)Cc3ccccc3OC)cc2)no1` : 4
# UPR XBP1 act result of `Cc1cc(C(=O)N/N=C2\CCCC(C)C2)n[nH]1` (stereo not drawn) : 1
# UPR XBP1 act result of `CCOC(=O)C1=C(N)Oc2cc(O)ccc2C1c1ccc(Br)cc1` (stereo not drawn) : 2

# (further entries)
SMILES,CHOP UPR activ,Mdm2 MdmX PPI,Gli-Sufu block,CXCR6 block,UPR XBP1 act,EBI2 antag,697 NFkB inh,Jurkat NFkB inh,CCR6 antagonist
CCOC(=O)CN(Cc1sccc1C)C(=O)Nc1ccc(OC)cc1OC,1.0,-2,0,-7,-3,6,-1,4,6
Cc1ccc(C(=O)NC2CCN(C(=O)Nc3ccc(F)cc3)CC2)cc1,-0.8,-15,13,-6,-7,-3,17,-5,-9
Cc1ccccc1C(=O)N1CCC(C(=O)N2CCCc3ccccc32)CC1,1.8,18,-2,-2,-3,-2,4,-21,12
O=C(COc1ccccc1F)NNC(=O)c1cccc(-n2cccc2)c1,-0.5,21,-19,-1,1,-12,10,-8,11
CN(Cc1nccs1)C(=O)CC1C(=O)NCCN1Cc1ccc(-c2ccccc2)cc1 (stereo not drawn),-0.4,-6,2,-20,0,-6,11,2,-14
COc1ccc(CN2CCN(C(=O)c3ccc(S(=O)(=O)N4CCCCCC4)cc3)CC2)cc1,-1.4,4,28,1,-4,-1,-25,43,-7
O=C(CSc1nnc(-c2c[nH]c3ccccc23)o1)N(Cc1ccccc1)c1ccc(F)cc1,1.2,43,7,4,8,33,-43,5,9
Cc1cc(Cn2nc(-c3ccccc3C)cc2C(=O)O)on1,0.0,1,-18,2,-2,-1,18,-6,5
CS(=O)(=O)N(CC(=O)Nc1cccc([N+](=O)[O-])c1)c1ccccc1,0.7,4,4,5,-1,-2,-12,-11,6
CC[C@]12c3[nH]c4cc(CCC(=O)N(C)C)ccc4c3CCN1C(=O)[C@@H](CC(=O)NC(C)(C)C)C[C@@H]2C(=O)N1CCN(C(=O)c2ccco2)CC1,2.6,23,0,-10,-2,-4,14,x,8
Cc1ccnc(NC(=O)CCC(=O)N(CC(=O)NCc2ccccc2)Cc2ccc(F)cc2)c1,-1.7,5,-10,0,3,13,12,-24,2
Cc1ccc(C(=O)CC2(O)C(=O)N(Cc3ccccc3Cl)c3ccccc32)o1 (stereo not drawn),-1.5,15,1,-5,-1,-37,0,-2,18

# Just CCR6 antagonist, Jurkat NFkB inh and CHOP UPR activ (two entries from above):
Structure,CCR6 antagonist,Jurkat NFkB inh,CHOP UPR activ
Cc1cc(Cn2nc(-c3ccccc3C)cc2C(=O)O)on1,5,-6,0.0
CS(=O)(=O)N(CC(=O)Nc1cccc([N+](=O)[O-])c1)c1ccccc1,6,-11,0.7

# Additional structures
SMILES,CHOP UPR activ,Mdm2 MdmX PPI,Gli-Sufu block,CXCR6 block,UPR XBP1 act,EBI2 antag,697 NFkB inh,Jurkat NFkB inh,CCR6 antagonist
CSc1nccc(N2CCN(c3ccc(F)cc3)CC2)n1,-1.1,-2,14,-7,-1,-5,-29,17,15
O=[N+]([O-])c1ccc(C2CCCC/C2=N\OCc2cccc(F)c2)c([N+](=O)[O-])c1 (stereo not drawn),-1.7,-3,15,-3,-4,35,-21,10,8
CCC(C)NC(=O)C1CCN(S(=O)(=O)c2cccc3cccnc23)CC1 (stereo not drawn),0.0,14,0,-4,-4,-4,0,8,-4
Cc1ccccc1Cn1ccc(NC(=O)c2cnn3c2NC(c2ccccc2)CC3C(F)(F)F)n1 (stereo not drawn),0.0,30,-5,2,0,10,-17,3,-6
CC(=O)N1CCN(C(C)=O)c2ccccc21,x,x,-2,-8,x,-3,x,x,-1
CC1(C)OC2OC3C(CN)OC(c4ccccc4)OC3C2O1 (stereo not drawn),x,x,0,3,x,-5,x,x,-5
O=C(NCC1CCCN(Cc2ccc3nonc3c2)C1)c1ccc(F)cc1 (stereo not drawn),0.4,12,18,4,0,2,13,10,5
COc1cc(C(C)=O)ccc1OCC(=O)c1cc(C)n(C2CC2)c1C,-0.7,6,4,-2,0,-3,-6,19,10
Cc1[nH]n(-c2ccccc2)c(=O)c1/C=N/c1ccccn1,4.0,16,1,9,1,7,16,15,14
CCOC(=O)C1CCN(C(=O)C(C)Sc2nnc3ccccn23)CC1 (stereo not drawn),2.7,17,5,2,-2,-6,-1,-6,0
CCN(CC)S(=O)(=O)c1ccc(N2CCOCC2)c(NC(=O)CC2OC(=O)c3ccccc32)c1 (stereo not drawn),-1.6,21,-3,7,-4,1,18,-11,13
COc1ccc(CCN(C)CCCC(C#N)(c2cc(OC)c(OC)c(OC)c2)C(C)C)cc1OC (stereo not drawn),1.2,29,29,12,-8,4,-4,-16,-14
O=C(COC(=O)COc1ccc(Cl)cc1Cl)NC1CCCCCC1,-0.5,-12,0,-7,2,-19,3,-2,-6
COc1ccc(C(=O)CC(=O)C(=O)Nc2ccc(Cl)cc2)cc1,x,x,-10,18,x,-12,x,x,53*
COc1ccc(C)cc1NC(=O)CCCN1C(=S)NC(C)(C)CC1C (stereo not drawn),2.7,-5,2,-7,1,-10,-35,-10,7
COc1ccc(CN2C[C@H](C)[C@@H](CC(=O)NCc3ccccc3)C2=O)cc1,-1.3,3,-6,-1,-1,3,1,-7,6
O=C(O)CN1C(=O)/C(=C\c2cc(Br)ccc2OCc2ccccc2Cl)SC1=S,0.1,-13,11,2,-3,3,-5,-12,8
O=C(NCCc1ccccc1)C1CCN(C2CCN(Cc3ccc(CO)o3)CC2)CC1,2.7,-3,13,-2,-2,1,4,4,25
Nn1c(SCc2ccc(F)cc2)nnc1-c1cccnc1,-0.2,-5,0,6,1,4,7,-3,-3
CN(c1ccccc1)S(=O)(=O)c1ccc(C(=O)Nc2nccs2)cc1,2.2,2,40,-13,0,-1,5,0,9
O=C(c1cnn2c(C(F)(F)F)cc(-c3ccc4c(c3)OCO4)nc12)N1CCCCC1,0.3,-2,11,12,0,8,15,6,10
CCOc1ccc2c(c1)/C(=N/N1C(=O)c3ccccc3C1=O)C(=O)N2,-0.7,12,0,8,-2,-7,8,-10,1
COc1ccc(CC(NC(=O)c2ccccc2)C(=O)NCC(=O)O)cc1 (stereo not drawn),0.7,-11,-8,-5,0,0,4,7,7
O=C(c1cccc2c1C(=O)N(Cc1cccnc1)C2)N1CCN(c2ccccc2)CC1,3.5,12,1,2,-1,-7,9,-5,-5

# Arranged by value in CCR6 antagonist (high to low): 3 from the list above.
molecule	Mdm2 MdmX PPI	CXCR6 block	UPR XBP1 act	EBI2 antag	697 NFkB inh	Jurkat NFkB inh	CCR6 antagonist
O=C(NCCc1ccccc1)C1CCN(C2CCN(Cc3ccc(CO)o3)CC2)CC1	-3	-2	-2	1	4	4	25
COc1ccc(CN2C[C@H](C)[C@@H](CC(=O)NCc3ccccc3)C2=O)cc1	3	-1	-1	3	1	-7	6
O=C(COC(=O)COc1ccc(Cl)cc1Cl)NC1CCCCCC1	-12	-7	2	-19	3	-2	-6

# Later entries:
SMILES,CHOP UPR activ,Mdm2 MdmX PPI,Gli-Sufu block,CXCR6 block,UPR XBP1 act,EBI2 antag,697 NFkB inh,Jurkat NFkB inh,CCR6 antagonist
O=C(/C=C/Nc1ccc(F)c(Cl)c1)c1ccccc1,4.9,-79,-100,-14,5,0,-165,-177,26
CN(C)C(=O)CCc1ccc2c3c([nH]c2c1)[C@]1(C)[C@@H](C(=O)N2CCCCC2)C[C@H](CC(=O)NCC24CC5CC(CC(C5)C2)C4)C(=O)N1CC3,1.2,35,8,7,-1,21,-17,x,19
COc1ccc(C)c2sc(NC(=O)c3cccc(N4C(=O)CCC4=O)c3)nc12,5.7,24,-8,11,0,3,6,13,12
CC(C)[C@H](NC(=O)[C@@H]1Cc2ccccc2CN1C(=O)OC(C)(C)C)C(=O)NC1CCCC1,-1.1,-9,-23,4,-4,-2,13,2,11
COc1ccc(N2Cc3ccccc3C2)cc1Cl,3.7,-31,-10,-7,1,-5,-9,-9,14
Cc1ccc(OCC(=O)Nc2ccccc2Sc2ccc(Cl)cc2)c([N+](=O)[O-])n1,-2.4,22,8,-5,4,6,-56,13,10
COc1ccc(-c2ccc3c(c2)[C@@H]2C[C@H]4[C@@H](C(=O)N2CC3)[C@H](C)ON4C)cc1,x,x,2,9,x,3,x,x,8
CCNc1ccc(C(=O)OCC)cc1NC(=O)c1cccc(N(C)C)c1,0.5,58*,-5,8,13,4,-20,32,18
COc1ccc(Cl)cc1NC(=O)CN(C)C(=O)c1ccc2c(c1)OCCO2,1.4,1,1,-7,-1,-8,23,9,12
